p53null 39C kill: qHTS Screen for Compounds that Selectively Target Cancer Cells with p53 Mutations: Cytotoxicity of p53 Null Cells at the Nonpermissive Temperature | H1299 p53-null (neo) cells, 39C, ATPlite viability, 24 h | Potency, µM (series often up to 46.1 µM), for inactives: top-dose activity, negative = cell killing, actives largely listed as cytotoxic | 0.97% of 55,000 active | AID 904, 2007;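 note: potency is the fitted concentration of half-maximal effect; 0% = DMSO only and -100% = full killing by 100 µM tamoxifen; nearly all actives have a fitted effect of over 50% in size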
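H1299 lung cancer cells, p53-null (H1299-neo) or expressing p53 A138V (H1299-p53A138V), were plated overnight at 37C, then exposed to compounds at up to 46 uM for 24 hr at 39C. Viability was read by ATP-based luminescence.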
GALK inhibitor: qHTS Assay for Inhibitors of Human Galactokinase (GALK): NCGC Sytravon Library Screen. P51570. recombinant GALK, Kinase-Glo ATP luminescence, 1 h. Potency, µM (highest dose often 57.5 µM), inactives show at the highest dose activity, negative = inhibition, hits mostly inhibitors. 44,000 tested, under 10 active. AID 1347072, 2019;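 note: plate controls were full GALK reaction for no effect and reaction lacking GALK for full effect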
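Human GALK (5 nM) was incubated with 35 uM ATP and 100 uM galactose in 20 mM HEPES pH 8.0 with MgCl2, NaCl, DTT and BSA for 1 h at room temperature. Remaining ATP was measured by Kinase-Glo Plus luminescence.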
PTAP-TSG101 blk: qHTS Validation Assay for Inhibitors of HIV-1 Budding by Blocking the Interaction of PTAP/TSG101: Sytravon Library Screen; Tumor susceptibility gene 101 protein (Homo sapiens), Q99816; Fluorescence polarization, FITC-PTAP peptide/Tsg101, 20 min; Potency, µM (titrated, usually from 115 µM), for inactives: at the highest dose activity change, negative = inhibition, actives largely listed as inhibitors; 44,000 tested, under 10 active; AID 1347069, 2019; note: potency is the fitted concentration of half-maximal effect; 0% is about no effect
Target sequence (Q99816 whole entry, looked up): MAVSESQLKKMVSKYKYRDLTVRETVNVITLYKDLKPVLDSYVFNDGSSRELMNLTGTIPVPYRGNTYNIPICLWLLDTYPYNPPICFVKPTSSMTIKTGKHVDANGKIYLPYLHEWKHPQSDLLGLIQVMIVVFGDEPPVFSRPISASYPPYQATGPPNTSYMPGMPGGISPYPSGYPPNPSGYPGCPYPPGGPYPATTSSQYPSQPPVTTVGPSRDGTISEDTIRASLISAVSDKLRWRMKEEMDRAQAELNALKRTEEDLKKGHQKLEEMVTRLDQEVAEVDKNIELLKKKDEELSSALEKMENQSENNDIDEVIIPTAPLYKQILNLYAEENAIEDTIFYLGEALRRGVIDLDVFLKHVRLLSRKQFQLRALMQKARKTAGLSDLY
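Compounds pinned into 10 uM Tsg101 binding domain, then 50 nM FITC-PTAP peptide added in pH 7.5 HEPES buffer; FP read after 20 min, room temperature. Total S+P intensity flags fluorescent compounds; active cut-off <25 µM, efficacy <60%.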
FH mod: Identification of activators of human fumarate hydratase by quantitative high-throughput screening | Fumarate hydratase, mitochondrial (Homo sapiens), P07954 | FH coupled MDH/diaphorase resazurin fluorescence, 15 min | Potency, µM (top dose mostly 79.9 µM), without a hit: at the highest dose activity change, negative = inhibition, most hits filed as inhibitors | 0.22% of 54,000 active | AID 1347055, 2019; note: potency is the fitted concentration of half-maximal effect; % is set by controls: 0 for no effect and ±100 for the full control effect; the screen sought activators but most active calls are inhibition curves; nearly all actives have a fitted effect of over 45% in size
NTMT1 inh: Primary qHTS for Inhibitors of N-terminal methyltransferase 1 (NTMT1): MTaseGlo Assay; N-terminal Xaa-Pro-Lys N-methyltransferase 1 (Homo sapiens), Q9BV86; NTMT1 MTase-Glo SAH luminescence, purified enzyme; Potency, µM (top dose mostly 114 µM), inactives show at the highest dose activity change, negative = inhibition, most hits filed as inhibitors; 2.5% of 59,000 active; AID 1645870, 2021;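 note: potency is the fitted concentration of half-maximal effect; plate controls were DMSO vehicle for no effect and no enzyme for full effect; nearly all actives have a fitted effect of over 65% in size; many of its hits are not listed in these tables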
Target sequence (Q9BV86 whole entry, looked up): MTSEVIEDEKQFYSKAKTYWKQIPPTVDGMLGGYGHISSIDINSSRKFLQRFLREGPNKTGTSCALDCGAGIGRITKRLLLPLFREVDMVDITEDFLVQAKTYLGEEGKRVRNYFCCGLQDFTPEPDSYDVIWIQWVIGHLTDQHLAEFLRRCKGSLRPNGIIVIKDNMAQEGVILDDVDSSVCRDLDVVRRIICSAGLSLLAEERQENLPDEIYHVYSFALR
p53null 32C kill: qHTS Screen for Compounds that Selectively Target Cancer Cells with p53 Mutations: Cytotoxicity of p53 Null Cells at the Permissive Temperature; 0.62% of 55,000 active; Potency, µM (doses to about 46.1 µM), for inactives: at the top dose activity change, negative = cytotoxicity, most hits filed as cytotoxic; H1299-neo p53 null cells, ATP luminescence, 24 h, 32C;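 note: potency is the fitted concentration of half-maximal effect; 0% = DMSO only and -100% = full killing by 100 µM tamoxifen; nearly all actives have a fitted effect of over 55% in size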
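Overnight 37C seeding (600 cells/well) of H1299-neo preceded a 24 hr, 32C exposure to compounds up to 46 uM. ATP levels, read by luminescence after 20 min at RT, indicated surviving cells.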
B2AR arrestin ag: qHTS assay of beta-arrestin-biased ligands of beta2-adrenergic receptor: NCGC Sytravon Library Screen | Potency, µM (top dose mostly 46.1 µM), for the others: at the top dose activation, actives largely listed as activators | 44,000 tested, under 10 active | HTLA Tango cells, beta-arrestin recruitment, luciferase luminescence, 18 h | Beta-2 adrenergic receptor (Homo sapiens), P07550;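 note: potency is the fitted concentration of half-maximal effect; 0% = DMSO and full agonism = EC100 isoproterenol or metaproterenol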
Target sequence (P07550 whole entry, looked up): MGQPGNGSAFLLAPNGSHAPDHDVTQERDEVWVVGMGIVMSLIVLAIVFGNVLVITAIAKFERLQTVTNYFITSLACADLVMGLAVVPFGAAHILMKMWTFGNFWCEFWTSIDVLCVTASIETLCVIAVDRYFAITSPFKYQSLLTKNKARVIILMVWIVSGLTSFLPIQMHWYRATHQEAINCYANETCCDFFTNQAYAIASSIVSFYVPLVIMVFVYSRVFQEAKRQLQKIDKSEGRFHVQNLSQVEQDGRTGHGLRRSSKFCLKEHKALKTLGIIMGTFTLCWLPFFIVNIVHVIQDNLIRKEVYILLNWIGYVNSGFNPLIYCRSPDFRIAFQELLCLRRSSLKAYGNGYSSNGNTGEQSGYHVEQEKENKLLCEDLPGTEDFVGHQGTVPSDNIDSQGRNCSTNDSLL
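Luminescence read-out: arrestin recruitment to recombinant beta2-AR releases tTA, inducing luciferase. Cells exposed 18 hr at 37 degrees C to up to 46 microM compound; %Activity from corrected signal, concentration-response curves classified by r2, magnitude and efficacy.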
The depositor's hits bear a star; u = inconclusive; [ ] = another dose, or the depositor's remark. Calls come from the whole dose curve; as a rule, active = well fitted curve in the direction sought with a large enough effect; inconclusive = small, poorly fitted or top-dose-only effect, or another doubt; inactive = no such curve, though single readings can be large; an effect the other way counts as inactive or inconclusive. An excerpt (hit frequency here may not be typical).

SMILES | p53null 39C kill | GALK inhibitor | PTAP-TSG101 blk | FH mod | NTMT1 inh | p53null 32C kill | B2AR arrestin ag
COc1ccccc1N1CCN(S(=O)(=O)c2c(C)sc3ncn(CC(=O)Nc4ccc(C(C)C)cc4)c(=O)c23)CC1 | -3% | -2% | -7% | u | 8% | -3% | 0%
CCCCN(CC)CCCNC(=O)c1cn(CC(C)C)c(=O)c2c1c1ccccc1n2C | -17% | 0% | -1% | -3% | -17% | -1% | 0%
COC(=O)c1cc2oc(C)cc2n1CC(=O)Nc1ccc(C(C)C)cc1 | -1% | -8% | 0% | -4% | 1% | -8% | 0%
COc1cccc(NC(=O)Cn2c(=O)n(-c3ccc(Cl)cc3)c(=O)c3oc4ccccc4c32)c1 | -9% | 0% | -1% | -11% | 3% | 2% | 5%
Cc1nn(C(C)C(=O)NCc2ccco2)c(=O)c2nn(-c3ccccc3)c(C)c12 (stereo not drawn) | 9% | 2% | 2% | 1% | -1% | 0% | 0%
Cc1cc(C)cc(-n2c(SCC(=O)N3CCOCC3)nc3c([nH]c4ccccc43)c2=O)c1 | 7% | 4% | 2% | -18% | -12% | u | 1%
CNC(=O)c1c(NC(=O)Cc2coc3ccc(OC)cc23)sc2c1CCCC2 | -3% | -3% | 1% | -22% | 5% | 3% | 0%
Cc1ccc(Nc2nnc(-c3cc4c(ccc5ccccc54)oc3=O)s2)cc1 | -10% | 1% | -10% | 8% | 4% | -5% | 0%
CCN(CC)S(=O)(=O)c1ccc(NC(=O)c2c(C)oc3ncnc(N4CCCCC4)c23)cc1 | 13% | 1% | -6% | -6% | 8% | 11% | -1%
Cc1ccc(C)c(NC(=O)c2cc(S(=O)(=O)NCCc3ccccc3)ccc2F)c1 | 26% | 0% | -1% | -18% | 0% | 5% | 1%
Cc1ccc(C)c(N2CCN(C(=O)c3cnc4c(-c5ccccc5)c(C)nn4c3C)CC2)c1 | 38%[activator] | 1% | 9% | -17% | -1% | 17% | -1%
COc1ccccc1C(=O)Nc1ccc2c(c1)nc(CN1CCCCC1)n2C | -14% | 0% | -3% | 1% | 8% | -9% | 8%
CCN(CC)S(=O)(=O)c1nnc(NC(=O)c2ccc(C)cc2)s1 | 12% | 2% | 3% | -1% | 12% | 0% | 1%
CCOC(=O)c1c(N)n(-c2ccc(Cl)c(Cl)c2)c2nc3ccccc3nc12 | 39%[activator] | 2% | -3% | 1% | -10% | 0% | 1%
CC(=O)Nc1c(C)nn(-c2ccccc2)c1N1CCC(C(=O)NCc2ccccc2Cl)CC1 | -25% | -3% | -4% | -3% | -15% | 6% | 0%
COc1ccc(Cl)cc1NC(=O)CSC1=Nc2ccccc2C2=NC(CC(=O)NCc3cccs3)C(=O)N12 (stereo not drawn) | -10% | 1% | -1% | -29% | -1% | 7% | -1%
CSc1ncc(Cl)c(C(=O)Nc2c(C(=O)Nc3cccc(C)c3)oc3ccccc23)n1 | 10% | -11% | -2% | 0% | -1% | 2% | 0%
O=C(NCc1ccccc1)c1ccc(CNS(=O)(=O)c2ccc(Br)cc2)cc1 | 3% | 1% | -10% | 4% | 12% | -4% | 0%
CCCc1nnc(NC(=O)C(CC)Sc2nnc3c4ccccc4n(C)c3n2)s1 (stereo not drawn) | -1% | 0% | -1% | -2% | 13% | -7% | 0%
COC(=O)C(NC(=O)CCc1c(C)nc2c(-c3ccccc3)c(C)nn2c1C)C(C)C (stereo not drawn) | -13% | -1% | 0% | -22% | 7% | 1% | 1%
COc1cccc(CNC(=O)c2ccc3c(c2)N(Cc2ccc(C(F)(F)F)cc2)C(=O)c2ccccc2S3)c1OC | -13% | 1% | 0% | -18% | 5% | 18% | -1%
O=C(Nc1nnc(N2CCCC2)s1)Nc1cc(F)ccc1F | 15% | -11% | -3% | 0% | -3% | 4% | -3%
CCOC(=O)c1cc(OC(=O)c2cccc(C)c2)n(-c2ccccc2)n1 | 7% | 0% | -4% | 0% | u | 8% | 0%
Cc1ccc(C)c(NC(=O)c2nnn(Cc3ccc(F)cc3Cl)c2N)c1 | 8% | 1% | 2% | u | 8% | -2% | -2%
CCn1c(=O)c2sccc2n2c(CCC(=O)Nc3ccc(C(C)C)cc3)nnc12 | -7% | -14% | 1% | 1% | -2% | 10% | 1%

Five entries from above, sorted by SMILES length, largest number first.
SMILES | p53null 39C kill | GALK inhibitor | PTAP-TSG101 blk | FH mod | NTMT1 inh | p53null 32C kill | B2AR arrestin ag
COC(=O)C(NC(=O)CCc1c(C)nc2c(-c3ccccc3)c(C)nn2c1C)C(C)C (stereo not drawn) | -13% | -1% | 0% | -22% | 7% | 1% | 1%
CCOC(=O)c1c(N)n(-c2ccc(Cl)c(Cl)c2)c2nc3ccccc3nc12 | 39%[activator] | 2% | -3% | 1% | -10% | 0% | 1%
CNC(=O)c1c(NC(=O)Cc2coc3ccc(OC)cc23)sc2c1CCCC2 | -3% | -3% | 1% | -22% | 5% | 3% | 0%
CCOC(=O)c1cc(OC(=O)c2cccc(C)c2)n(-c2ccccc2)n1 | 7% | 0% | -4% | 0% | u | 8% | 0%
COC(=O)c1cc2oc(C)cc2n1CC(=O)Nc1ccc(C(C)C)cc1 | -1% | -8% | 0% | -4% | 1% | -8% | 0%

(list continues)
SMILES | p53null 39C kill | GALK inhibitor | PTAP-TSG101 blk | FH mod | NTMT1 inh | p53null 32C kill | B2AR arrestin ag
COc1ccc(-c2noc(C3CC(=O)N(c4cc(C)cc(C)c4)C3)n2)cc1 (stereo not drawn) | 7% | 2% | 1% | -21% | u | 5% | 0%
CCOc1ccc(-n2c(=O)c3c(C)c(C)sc3n(Cc3c(F)cccc3Cl)c2=O)cc1 | -9% | 1% | 2% | 14% | -5% | 6% | 0%
Cc1ccc(CCNC(=O)c2sc3ncccc3c2-n2c(C)ccc2C)cc1 | 19% | 0% | 0% | -11% | -2% | 54%[activator] | 2%
CCOC(=O)c1c(NC(C)=O)c2c3c(sc2n1Cc1ccc(Cl)cc1)CCCC3 | 16% | 7% | -2% | -8% | -2% | 10% | 0%
Cc1cccc(NC(=O)CSc2nc(=O)n(Cc3cccnc3)c3c2CCC3)c1 | 20% | 2% | -16% | -1% | -15% | -14% | -2%
O=C(NCc1cccc(F)c1)c1ccc(CS(=O)c2ccccc2Cl)o1 (stereo not drawn) | -20% | 2% | 0% | -15% | 4% | -8% | 0%
COc1cc(OC)c(NC(=O)c2c3c(nc4ccccc24)C(=O)N(C2CCCCC2)C3)cc1Cl | u | -1% | -1% | -14% | -8% | -29% | 12%
Cc1ccc(NC(=O)C2CCN(S(=O)(=O)c3cccs3)CC2)cc1 | -6% | -12% | -3% | -2% | 9% | 11% | -2%
CCOC(=O)c1c(C)[nH]c(C)c1S(=O)(=O)N1CCCC(C(=O)Nc2cc(C)ccc2C)C1 (stereo not drawn) | -14% | 2% | -3% | u | -6% | -2% | -1%
O=S(=O)(c1ccc(-c2cnc(C3CC3)o2)cc1)N1CCN(c2ccccc2F)CC1 | -11% | 0% | 0% | -3% | -12% | -2% | 0%
COc1ccc(CNC(=O)CCc2nc(-c3ccc(OC)cc3)no2)cc1 | -10% | 2% | 0% | -7% | -1% | 1% | 1%
CCc1c(C)sc2c1CCN(Cc1ccccc1C#N)C2c1ccccc1 (stereo not drawn) | 39%[activator] | 3% | 6% | -17% | 5% | 43%[activator] | 1%
Cc1oc2c(c(C)cc3oc(=O)c(CC(=O)NCCc4ccccc4)c(C)c32)c1C | -7% | 0% | -3% | -2% | 15% | 8% | 0%
Cc1c2cnn(CC(=O)N3CCN(c4ccc(F)cc4)CC3)c(=O)c2c(C)n1Cc1ccc(F)cc1 | -2% | 2% | -4% | u | -12% | 16% | -2%
CCCC1=Nc2cc(C(=O)NCCOC)ccc2Sc2ccccc21 | u | 0% | -3% | -15% | -9% | 2% | -1%
CNS(=O)(=O)c1cn(CC(=O)N2CCN(c3ccc(C)cc3C)CC2)cc1S(=O)(=O)NC | 12% | 1% | -5% | -10% | 5% | -1% | 1%
O=C1CC(c2ccccc2)Cc2[nH]c(=O)c(C(=O)Nc3ccc(OC(F)(F)F)cc3)cc21 (stereo not drawn) | 1% | 6% | 1% | -15% | 20% | 4% | 1%
COc1ccc(N2CC(NC(=O)c3cc4ccccc4o3)CC2=O)cc1 (stereo not drawn) | 21% | -5% | -1% | 2% | 3% | -6% | -3%
Cc1cccc(NC(=O)C(=O)NCCc2csc(-c3ccc(F)cc3)n2)c1C | -9% | -2% | 0% | -12% | 10% | -5% | -1%
CCOC(=O)c1ccc(N2C(=O)Cc3cc(OCC)c(OCC)cc3C2c2ccccc2)cc1 (stereo not drawn) | 86%[activator] | 3% | -7% | u | u | 34%[activator] | 0%
CCOc1ccccc1CN1CCc2nc(Nc3ccccc3)ncc2C1 | -3% | -3% | -6% | -4% | -5% | -15% | 1%
COc1ccc(-c2noc(-c3ccc(NCc4ccccc4OC)c([N+](=O)[O-])c3)n2)cc1 | -27% | 2% | 1% | -3% | -1% | -14% | -4%
CCOC(=O)c1ccc(NC(=O)c2cnc3c(-c4ccc(F)cc4)c(C)nn3c2C)cc1 | 4% | -9% | 4% | 1% | 5% | -5% | 1%
O=c1[nH]c(SCc2cccc(Cl)c2)nc2c1CCC2 | 1% | -11% | -1% | -1% | 4% | -2% | -3%
COc1ccc(-c2noc(-c3nnn(-c4ccc(C(C)C)cc4)c3C)n2)cc1OC | -2% | -1% | -1% | -12% | 9% | -5% | 0%
CCC(=O)Oc1c(Sc2ccc(Cl)cc2)c(C)nn1-c1ccccc1 | -25% | -2% | -9% | -6% | u | u | 0%
Cc1cccc(N2CCN(S(=O)(=O)c3ccc(F)c(C(=O)Nc4cccc(Cl)c4C)c3)CC2C)c1 (stereo not drawn) | 1% | -1% | -1% | u | -2% | 5% | 1%
Cc1ccc(-c2cc(C(=O)N3CCN(S(=O)(=O)c4ccc(Br)cc4)CC3)[nH]n2)c(C)c1 | -13% | 0% | 4% | 8% | -6% | -12% | -1%
COc1ccc(OC)c(CNC(=O)CCCn2c(=O)c3cccn3c3cccnc32)c1 | 0% | 4% | -6% | 0% | 4% | -6% | -2%

Screening data deposited in PubChem BioAssay by National Center for Advancing Translational Sciences (NCATS).
